Compound activity as filed in PubChem.
OXTR potentiator: potentiators of human oxytocin receptor. P30559. CHO-OTR cells, Fluo-8 calcium fluorescence, potentiator mode; 0% = oxytocin EC15, 100% = EC100. activation, % at 3 µM. 320,000 compounds, 0.061% hits. AID 2445;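 active = activation above that plate's cutoff, the mean activation of tested compounds plus 3 SD, cut at about 6.6% in these data, passing the limit was not always enough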;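 note: 100% uses oxytocin at 75 nM as the full agonist control; some results filed as inactive read as strong as hits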
Target sequence (P30559 whole entry, looked up): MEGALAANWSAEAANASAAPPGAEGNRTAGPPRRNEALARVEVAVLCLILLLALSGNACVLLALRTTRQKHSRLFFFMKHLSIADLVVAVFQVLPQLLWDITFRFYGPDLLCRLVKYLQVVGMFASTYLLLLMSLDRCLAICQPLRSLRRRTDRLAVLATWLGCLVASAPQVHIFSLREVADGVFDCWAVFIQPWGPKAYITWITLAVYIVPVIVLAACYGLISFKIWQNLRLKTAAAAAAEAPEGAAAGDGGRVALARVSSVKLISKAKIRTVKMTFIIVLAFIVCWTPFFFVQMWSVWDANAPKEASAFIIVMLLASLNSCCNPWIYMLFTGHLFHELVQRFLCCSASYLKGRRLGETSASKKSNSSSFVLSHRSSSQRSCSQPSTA
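Dosing: Single dose, 3.0 µM nominal final compound concentration | Material: Human OTR in CHO cells | Technique: Kinetic Fluo-8 calcium fluorescence | Benchmarks: EC15 oxytocin alone as 0%, 75 nM oxytocin as 100% | Probe or stimulus: Oxytocin at about EC15, sub-maximal agonist stimulus | Incubation: Compound 6 min at room temperature before oxytocin, 100 s read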
MEKK2 mut-MEK5: signal of MEK5 binding to mutant human MEKK2 PB1 domain; bead flow cytometry, Alexa488-MEK5 binding to MEKK2 mutant; percent response, % at 10 µM; 290,000 compounds, 0.35% hits; in the data active = percent response above about 24%, passing the limit was not always enough; note: inactives centre near 1; some results filed as inactive read as strong as hits
NALP1 yeast inh: blocks the NALP1 inflammasome reconstituted in yeast | S. cerevisiae NALP1/ASC/caspase-1 growth, X-gal OD620, 72 h | inhibition, % at 10 µM | 280,000 compounds, 0.61% hits; in the data active = inhibition mostly above about 24%, no sharp cut-off; inactive = mostly below about 32%; note: some compounds called inactive have numbers as strong as hits
V1aR counter: counter-screen for oxytocin receptor agonists: human V1a receptor agonists; P37288; CHO-V1R cells, Fluo-8 calcium fluorescence, agonist mode; 0% DMSO, 100% 3 nM vasopressin; activation, % at 3 µM; 320,000 compounds, 0.25% hits; AID 2797;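 active = activation above the mean activation of all tested compounds plus 3 SD, per screening run, cut at about 20% in these data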;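 note: signal is peak over basal fluorescence ratio across a 100 second FLIPR read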
MEKK2 WT-MEK5: raises or lowers MEK5 binding to wildtype human MEKK2 PB1 domain; binding response (% of control), % at 10 µM; 290,000 compounds, 1.1% hits; AID 1531; Q9Y2U5; bead flow cytometry, Alexa488-MEK5 binding to MEKK2 WT; actives lie on both sides; in the data active = binding response below about 67% or above about 130%
GalR3 antag: blocks the human galanin receptor 3; inhibition, % at 3 µM; HEK293 GalR3-CNG cAMP membrane potential fluorescence; galR3 body fused to GalR1 C-terminus; AID 651719; 360,000 compounds, 0.44% hits;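 active = inhibition above the screen-wide average plus 3 SD, cut at about 13% in these data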;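 note: forskolin and galanin both at EC90 stimulate the cells; cAMP rise reported by CNG channel membrane potential dye signal; 0% = forskolin plus galanin with DMSO and 100% = forskolin alone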
Target sequence (O60755 1-299 limits assumed): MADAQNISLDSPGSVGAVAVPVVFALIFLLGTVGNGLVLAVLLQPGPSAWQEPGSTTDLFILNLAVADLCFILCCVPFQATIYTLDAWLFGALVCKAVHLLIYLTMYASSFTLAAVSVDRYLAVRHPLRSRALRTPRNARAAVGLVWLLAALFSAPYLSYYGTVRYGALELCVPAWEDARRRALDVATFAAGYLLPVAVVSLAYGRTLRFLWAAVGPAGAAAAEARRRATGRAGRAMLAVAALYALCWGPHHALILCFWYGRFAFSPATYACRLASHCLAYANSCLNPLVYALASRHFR
OXTR ag: activates the human oxytocin receptor; CHO-OTR cells, Fluo-8 calcium fluorescence; normalized: DMSO 0%, oxytocin 100%; AID 2435; 320,000 compounds, 0.32% hits; P30559; activation, % at 3 µM;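 active = activation above the mean of all tested compounds plus 3 SD, cutoff set per screening run, cut at about 20% in these data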;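 note: peak over basal fluorescence ratio from a 100 s FLIPR kinetic read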
GPR7 antag: blocks human GPR7 receptor signaling | P48145 | GPR7-expressing cells, fluorescence antagonist assay | inhibition, % at 4.4 µM | 290,000 compounds, 1.1% hits; in the data active = inhibition above about 16%, passing the limit was not always enough;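 note: cells stimulated with the agonist NPW; 0% = agonist with vehicle and 100% = vehicle without agonist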
Target sequence (P48145 whole entry, looked up): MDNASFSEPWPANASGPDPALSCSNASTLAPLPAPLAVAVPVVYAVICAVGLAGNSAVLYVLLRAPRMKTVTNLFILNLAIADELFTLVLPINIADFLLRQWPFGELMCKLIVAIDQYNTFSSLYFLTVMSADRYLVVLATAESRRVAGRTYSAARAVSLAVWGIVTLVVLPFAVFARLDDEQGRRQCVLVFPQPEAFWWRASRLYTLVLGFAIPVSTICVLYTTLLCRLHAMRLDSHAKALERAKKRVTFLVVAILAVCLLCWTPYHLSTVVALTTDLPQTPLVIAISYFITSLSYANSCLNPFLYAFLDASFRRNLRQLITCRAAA
M18AAP inhibitor: blocks P. falciparum M18 aspartyl aminopeptidase; inhibition, % at 7.35 µM; 290,000 compounds, 1.2% hits; recombinant PfM18AAP, H-Glu-NHMec fluorogenic cleavage;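 active = inhibition above the campaign mean inhibition over all tested compounds plus 3 SD, cut at about 28% in these data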;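 note: 0% = plate median of test compound wells and 100% = 2 mM ZnCl2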
Active calls of the source: *; x = not tested or not shown; & = joins results of further samples; [ ] = another dose, or the depositor's remark.

smiles,NALP1 yeast inh,GPR7 antag,MEKK2 mut-MEK5,M18AAP inhibitor,OXTR potentiator,GalR3 antag,MEKK2 WT-MEK5,V1aR counter,OXTR ag
CN(C)c1cccc(NC(=O)c2ccco2)c1,15.1,-4.7,-7.0,11.8,-2.7,1.3,91.0,-1.4,0.1
COC(=O)Cc1c(C(=O)OC)nnn1-c1ccc(OC)cc1,-5.9,1.3,-13.0,-15.6,-2.1,-3.0,91.0,0.8,0.2
CCOc1ccc(N2C(=O)c3cccnc3C2Nc2ccc(OC)cc2)cc1 (stereo not drawn),9.6,3.8,4.0,-3.2,-4.7,-5.1,104.0,-0.9,-1.2
Cc1cc(Cl)ccc1OCC(=O)Nc1nc(-c2cccs2)cs1,-2.4,-6.0,0.0,0.8,-7.0,-3.3,110.0,0.5,-1.4
CCN(CC)c1ccc2nc3c4ccccc4c(=O)cc-3oc2c1,1.3,19.9,-26.0,38.4*,x,-16.7,53.0*[inhibitor],x,x
Cc1nonc1NC(=O)Nc1cccnc1,8.9,-9.6,0.0,4.8,-17.0,-5.8,96.0,0.6,0.5
NC(=S)NNC(=O)Nc1cccc(Cl)c1,23.1,-11.4,-1.0,16.9,-2.5,-5.3,89.0,0.5,1.1
CC(=O)c1sc2nc(=O)c(C)nn2c1C,16.1,-1.6,-4.0,-5.0,-3.4,-2.6,93.0,1.2,-0.6
O=C(CN(CCc1ccccc1)C(=O)c1csnn1)NC1CCCC1,0.3,-3.8,3.0,2.3,-10.3,-4.6,105.0,-0.6,-0.7
Cc1nn(-c2cccc(Cl)c2)c2c1C(c1cccnc1)C(C#N)=C(N)O2 (stereo not drawn),-6.5,-8.0,3.0,-1.4,-16.3,-3.0,101.0,4.4,4.8
O=c1[nH][nH]c(-c2ccccc2)c1C=Nc1ccc(OC(F)(F)F)cc1,8.4,-1.4,1.0,-1.7,0.7,-1.3,99.0,2.0,1.4
CCOP(=O)(OCC)C(C#N)=C1SCN(c2ccccc2)CS1,x,8.8,2.0,8.4,-7.7,-5.3,101.0,-0.4,-0.5
CCOC(=O)c1sc(=NC(=O)C2CC2)n(C)c1C,6.8,3.5,-3.0,-11.0,1.2,-2.4,95.0,-0.8,-2.0
Cc1cc(=O)oc(C)c1C(=O)N1CCCCC1,-12.5,-7.7,8.0,6.4,-2.0,-3.6,110.0,0.4,0.5
Cc1cccc(-n2c(C)nc3sccc3c2=O)c1,19.2,-11.0,5.0,-6.8,-12.6,1.9,116.0,-0.5,-1.9
CCCC(=O)N1CCN(c2ccc([N+](=O)[O-])c(NC(C)c3ccccc3)c2)CC1 (stereo not drawn),20.1,12.3,0.0,3.5,-17.7,-7.3,98.0,-0.9,-2.1
CCOc1ccccc1NC(=O)CSc1nc(=O)n(CCN2CCOCC2)c2c1CCCC2,x,x,x,x,-0.8,-5.9,x,-0.3,-1.4
Cc1cc(C)c(S(=O)(=O)Cc2ccc(Cl)cc2)c(=O)[nH]1,-15.8,-8.9,-2.0,-3.5,-14.0,-2.2,98.0,1.2,-0.2
O=C(COC(=O)C12CC3CC(CC(Br)(C3)C1)C2)Nc1cccnc1Cl,15.5,1.3,-5.0,1.9,-9.6,-0.6,93.0,-0.8,-1.4
COc1ccc(Cl)cc1NS(=O)(=O)c1cccc(C(=O)NCCCN2CCCC2=O)c1,6.3,-10.6,5.0,-0.3,-4.2,-3.1,104.0,0.4,0.6
CCOC(=O)c1sc(NC(=O)CSc2nccn2C)nc1C,10.0,-10.6,-2.0,-8.4,3.4,-2.1,100.0,1.2,-0.3
O=C(N=C1SC2CS(=O)(=O)CC2N1Cc1ccccc1Cl)C1CC1 (stereo not drawn),-1.8,-3.8,7.0,5.7,-12.5,2.2,103.0,1.0,0.1
C=CCC1CCCC(=O)N2CC[C@H](O)C12 (stereo partly drawn),25.7,-3.6,1.0,-4.6,-1.2,-2.3,93.0,1.2,1.1
Cn1nnnc1SCC(=O)NC1CCCC1,-10.6,-0.5,-5.0,0.2,-4.7,-3.1,93.0,0.1,0.8
OCCN1CN=C(Nc2nc3ccccc3o2)NC1,0.9,-1.0,4.0,-4.3,-6.3,-2.6,111.0,0.5,0.5
Cc1ccc(NS(=O)(=O)c2ccc(N/N=C/c3ccccc3OCC(=O)O)c([N+](=O)[O-])c2)c(C)c1,x,-12.7,3.0,1.6,0.2,-1.9,105.0,-1.4,-1.6
CC(NC(=O)Cc1ccsc1)c1ccc(Cl)cc1Cl (stereo not drawn),20.3,6.2,6.0,-0.1,-12.1,-10.0,108.0,1.1,0.3
Cc1ccc(C)n1CCN1CCN(CC(=O)Nc2cc(C(F)(F)F)ccc2Cl)CC1,7.0,-13.3,11.0,-5.3,x,x,122.0,x,x
COc1ccccc1CN1CC(C(=O)N2CCN(c3ccc(F)cc3)CC2)CC1=O (stereo not drawn),x,-5.1,0.0,7.8,0.8,1.4,99.0,0.0,-0.7
Cc1cc(NC(=O)c2ccccc2F)nc2c1c(=O)oc1ccccc12,-1.1,-16.1,-2.0,1.4,-1.2,1.9,97.0,-0.4,-0.3
COC(=O)C(CO)NC(=O)C1CCCN1C(=O)CNC(=O)OCc1ccccc1 (stereo not drawn),25.3,-16.3,-3.0,-1.4,-10.4,9.7,98.0,0.7,-0.5
COc1cccc(NC(=O)CSc2nnc3c(n2)[nH]c2ccc(C)cc23)c1,-0.3,-9.9,-3.0,-1.3,-6.2,-4.7,99.0,0.1,0.6
COc1ccc(C)cc1S(=O)(=O)Nc1cc(Cl)ccc1Cl,9.5,-3.3,14.0,-3.0,-13.0,-1.0,105.0,-0.6,-2.0
COc1cccc(CN2CCN(Cc3cccc(Oc4ccccc4)c3)CC2)c1OC,11.4,-7.2,8.0,-2.9,-10.0,-5.6,114.0,1.3,0.0
Cc1ccccc1OCc1nnc(SCC(=O)O)n1-c1ccccc1,2.2,-3.7,10.0,-7.8,-13.0,-1.1,112.0,0.2,-0.1
CCN(CC)C(=O)CSc1nnc(-c2c[nH]c3ccccc23)o1,19.7,10.9,0.0,7.4,-2.8,-0.1,100.0,2.0,0.6
Cc1nnc(SCC(=O)N2c3ccccc3Sc3ccccc32)n1N,8.8,-10.0,-2.0,3.0,-1.1,-0.8,100.0,0.9,-0.1
COc1ccc(OC)c(C2C(C(=O)c3ccc(C)o3)=C(O)C(=O)N2CCCN2CCOCC2)c1 (stereo not drawn),x,-10.2,x,23.8,-3.8,-0.5,x,1.6,-0.6
Cc1ccccc1NC(=O)CCC(=O)OCC(=O)c1ccc(-c2ccccc2)cc1,-11.9,17.0,3.0,9.5,0.8,6.2,97.0,0.1,-0.4
COc1ccc2c(C(=O)NCCCCO)c(-c3ccc(S(C)(=O)=O)cc3)sc2c1,x,x,x,x,-0.4,0.9,x,0.8,1.0
Cc1ccc(NC(=S)N2CCN(C3CCCCC3)CC2)cc1,0.8,-11.4,5.0,0.5,-1.2,-0.7,107.0,0.1,1.1
COc1ccc(NC(=O)C2C3C=CC4(O3)C2C(=O)N(CCN2CCCCC2C)C4C(=O)NC2CCCCC2)cc1 (stereo not drawn),5.1,7.5,0.0,-0.3,-7.9,6.6,104.0,0.1,0.1
CCN(CC)C(=O)CSC1=C(C#N)C(c2ccco2)C(C(=O)OCCOC)=C(C)N1 (stereo not drawn),10.2,-12.3,-1.0,6.7,-7.0,4.4&-1.2,102.0,0.3,0.3
Cc1ccc(C(=O)Nc2ccc3c(c2)OCCO3)c(C)c1,-24.8,-16.7,6.0,-10.4,-0.8,-11.4,110.0,-0.8,0.2
Cc1ccc(Cl)cc1N(CC(=O)N1CCOCC1)S(C)(=O)=O,-6.9,-12.8,8.0,2.9,-4.8,-11.1,109.0,-0.1,0.6
COc1ccc(CC(=O)N/N=C(\C)c2ccccn2)cc1,1.7,-6.3,-1.0,-11.0,-10.2,x,99.0,2.1,4.4
N/C(=N\OC(=O)COc1ccc(Cl)cc1Cl)c1ccccn1,-9.3,-2.4,-10.0,-8.2,3.2,-3.7,90.0,0.6,-1.0
Cc1noc(C)c1COc1cccc(C(=O)N(C)Cc2nc3ccccc3c(=O)[nH]2)c1,x,x,x,x,-3.7,-0.7,x,0.0,-0.4
O=c1c2ccccc2nc(SCc2nnc(-c3ccccc3)o2)n1-c1ccc(F)cc1F,21.9,-9.5,-10.0,-5.0,-16.7,-4.0,94.0,1.1,-0.4
O=C(NCc1ccccc1)c1ccc(NC2=NC3CS(=O)(=O)CC3S2)cc1 (stereo not drawn),10.4,-6.2,-3.0,-3.2,2.1,x,98.0,-0.1,0.0
CC1(C)CC(=O)c2cc(OCC(=O)NCC3CCCO3)ccc2O1 (stereo not drawn),-2.3,-16.2,2.0,-1.2,0.9,-6.2,100.0,0.5,0.1
Cc1ccc(C)c(C(=O)CN2C3=NCCCN3c3ccccc32)c1,33.3*,6.2,0.0,-0.2,-0.3,-4.7,104.0,1.6,1.3
O=C(NS(=O)(=O)Oc1ccc(Cl)cc1)OC[C@@H]1CCCN2CCCC[C@H]12,11.4,-6.1,1.0,8.1,-1.9,1.1,113.0,0.9,0.9
O=C(CN1C(=O)C(=O)N(Cc2ccco2)C1=O)c1c[nH]c2ccccc12,-1.1,-6.5,2.0,0.5,-4.1,-0.2,99.0,-0.5,0.5
CN1c2ccccc2C(O)=C(C(=S)Nc2ccc(F)c(Cl)c2)S1(=O)=O,31.2,-9.0,8.0,21.2,-19.7,-2.8,129.0,7.8,3.6
COC(=O)c1cc2sccc2n1CC(=O)N(C)c1ccccc1,11.3,-5.2,1.0,2.4,-2.8,0.7,105.0,-0.7,-0.6
CSCc1nc2sc(C(=O)Nc3nc(C)cs3)c(C)c2c(=O)[nH]1,14.6,-10.4,-1.0,4.8,-0.7,-5.0,98.0,0.1,0.8
O=C(/C=C/c1ccc(OC(F)F)cc1)OCC(=O)N1CCc2ccccc21,x,x,x,x,-3.9,-3.1,x,0.7,-1.3
CC1CCN(CCCn2c(=S)[nH]c3ccc(N4CCOCC4)cc3c2=O)CC1,3.4,-7.9,8.0,7.1,-4.2,4.1,116.0,-0.1,0.6
Cc1cccn2c(=O)c3cc(C(=O)NCC4CCCO4)c(=N)n(C4CCCC4)c3nc12 (stereo not drawn),-4.9,-14.9,2.0,5.7,-4.1,6.1,106.0,0.2,-0.3
Cc1ccc2nc(/C(C#N)=C\c3ccc(Oc4ccc([N+](=O)[O-])cn4)cc3)[nH]c2c1,12.2,-4.4,-2.0,2.2,-3.8,1.6,96.0,2.1,2.4
O=[N+]([O-])c1ccc(C2=CSC3=NCCN23)cc1,x,x,x,x,-4.0,-6.5,x,0.2,-0.7
